mABHD4 FP: inhibits mouse alpha/beta hydrolase domain 4; Q8VD66; purified mABHD4, FP-Rh probe fluorescence polarization; inhibition, % at 8.92 µM; 370,000 compounds, 0.54% hits; AID 720543;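 active means inhibition exceeding the mean over every tested compound plus 3 SD, cut at about 30% in these data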;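 further: 0% = plate median of compound wells and 100% = S159A mutant with DMSO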
Target sequence (Q8VD66 whole entry, looked up, the tested form may be a part): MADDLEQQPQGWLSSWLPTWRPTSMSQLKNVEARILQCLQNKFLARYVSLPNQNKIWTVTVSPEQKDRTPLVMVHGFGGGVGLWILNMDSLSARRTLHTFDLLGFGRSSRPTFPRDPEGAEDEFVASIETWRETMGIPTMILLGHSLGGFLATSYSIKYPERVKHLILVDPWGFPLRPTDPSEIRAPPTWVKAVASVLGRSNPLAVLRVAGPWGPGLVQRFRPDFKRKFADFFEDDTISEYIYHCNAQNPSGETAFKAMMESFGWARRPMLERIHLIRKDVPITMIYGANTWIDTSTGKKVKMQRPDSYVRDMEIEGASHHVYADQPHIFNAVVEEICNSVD
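assay system = mABHD4 protein | compound dosing = single nominal dose of 8.92 µM, 0.89% DMSO final | read-out basis = percent inhibition of probe binding, normalized to plate controls | schedule = Enzyme–compound pre-incubation 45 min, then probe 60 min, both 25 °C | detection = fluorescence polarization, excitation 525 nm, emission 598 nm, BODIPY TMR filters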
HTRA1 inhibitor: blocks human HTRA1 serine peptidase; recombinant HTRA1, FP-rhodamine activity-based probe, fluorescence polarization; Q92743; 340,000 compounds, 0.5% hits; inhibition, % at 5.96 µM; AID 504803; in the data active means inhibition above about 36%;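 further: 0% = enzyme with DMSO and 100% = wells lacking enzyme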
LEDGF integ inh: blocks HIV-1 LEDGF/p75-dependent DNA integration; TR-FRET IN-LEDGF/p75 DNA integration, Eu/Cy5; inhibition, % at 3.7 µM; 370,000 compounds, 0.64% hits; AID 743269;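 active means inhibition above the screen-wide mean plus 3 SD, cut at about 13% in these data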;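 further: signal is the Cy5 over europium emission ratio at 671 and 618 nm; 0% = plate median of compound wells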
NR1D1 modulator: modulates human Rev-erb alpha binding to DNA; P20393; Rev-erbα–FITC-DNA binding, fluorescence polarization, 90 min; activity, % at 10 µM; 370,000 compounds, 0.79% hits; AID 1259318;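 active means activity above about 14%, limit read from the data; passing the limit was not always enough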;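 further: 0% = DMSO wells with 35 nM protein and 100% = DMSO wells with 750 nM protein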
SIAE primary: blocks human sialic acid acetylesterase. SIAE FP-Rh probe binding, fluorescence polarization. inhibition, % at 9.66 µM. Q9HAT2. 370,000 compounds, 0.69% hits;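 active means inhibition above a cutoff: mean of compounds within the control limits plus 3 SD of those, cut at about 17% in these data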;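 further: 0% = plate median of compound wells and 100% = probe without SIAE protein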
TCR CD3 inh: inhibitors of human TCR-CD3 interaction | TAMRA-labeled TCR probe fluorescence, biochemical | inhibition, % at 9.4 µM | 360,000 compounds, 0.37% hits; in the data active means inhibition above about 19%;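 further: recombinant mutant TCR 2C K166C tagged with TAMRA read by polarization; 0% = receptor in buffer alone and 100% = receptor with positive control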
rCAG binder: molecules binding r(CAG) RNA repeats; r(CAG) RNA repeat, TO-PRO-1 dye displacement fluorescence; inhibition, % at 3 µM; 370,000 compounds, 1.3% hits;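 active means inhibition above the plate cutoff, the mean of all test compounds on that plate plus 3 SD, cut at about 35% in these data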;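 further: 0% = DMSO alone and 100% = 100 µM mitoxantrone as full dye displacement; higher means more dye released from RNA so lower well fluorescence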
PG9 binder: small molecules binding HIV-1 gp120 antibody PG9 | TR-FRET gp120-PG9 antibody binding | inhibition, % at 6.7 µM | 360,000 compounds, 0.43% hits | AID 624416; in the data active means inhibition above about 8.5%
TDP2 inh: TDP2 (human) inhibition, absorbance primary screen; O95551; recombinant TDP2, T5PNP hydrolysis, p-nitrophenol absorbance 415 nm; inhibition, % at 12.8 µM; 370,000 compounds, 0.34% hits;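 active means inhibition above the mean of all tested compounds plus 3 SD, set per campaign, cut at about 25% in these data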;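 further: 0% = DMSO with enzyme and 100% = buffer with substrate but no TDP2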
Target sequence (O95551 whole entry, looked up): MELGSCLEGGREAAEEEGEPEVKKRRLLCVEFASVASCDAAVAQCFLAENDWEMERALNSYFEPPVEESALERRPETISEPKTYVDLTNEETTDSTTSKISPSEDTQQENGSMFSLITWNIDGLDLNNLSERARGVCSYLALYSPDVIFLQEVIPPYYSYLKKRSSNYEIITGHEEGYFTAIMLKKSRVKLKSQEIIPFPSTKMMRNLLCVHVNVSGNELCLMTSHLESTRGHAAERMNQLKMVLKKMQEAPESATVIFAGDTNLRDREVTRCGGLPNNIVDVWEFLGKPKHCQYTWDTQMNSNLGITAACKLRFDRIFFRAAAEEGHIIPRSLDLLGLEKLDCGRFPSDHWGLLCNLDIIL
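Evaluation: % inhibition relative to enzyme-containing and enzyme-free wells. Material: recombinant human TDP2. Benchmarks: enzyme-free and DMSO wells. Timing: enzyme reaction with compound for 2 h at 37 °C. Compound dosing: 12.8 µM only. Measured by: p-Nitrophenol epi absorbance. Reagent: T5PNP substrate at 5 mM, a TopII-DNA adduct mimic. Replication: single well per compound.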
PRMT1 FP inh: blocks human protein arginine methyltransferase 1; recombinant PRMT1, activity-based probe fluorescence polarization; inhibition, % at 2.79 µM; 370,000 compounds, 1.3% hits;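 active means inhibition above about 21% made by adding two undisclosed values, limit read from the data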
Target sequence (Q99873 whole entry, looked up): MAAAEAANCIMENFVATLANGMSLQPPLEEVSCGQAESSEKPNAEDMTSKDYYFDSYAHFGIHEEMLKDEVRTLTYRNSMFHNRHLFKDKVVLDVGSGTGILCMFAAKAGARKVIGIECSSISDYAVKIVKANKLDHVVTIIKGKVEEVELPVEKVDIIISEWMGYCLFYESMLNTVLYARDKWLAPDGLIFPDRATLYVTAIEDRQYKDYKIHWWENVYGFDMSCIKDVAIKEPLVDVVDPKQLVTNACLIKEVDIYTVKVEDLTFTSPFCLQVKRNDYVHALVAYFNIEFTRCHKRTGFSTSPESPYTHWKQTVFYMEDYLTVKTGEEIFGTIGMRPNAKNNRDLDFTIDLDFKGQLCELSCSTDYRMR
An asterisk follows results filed as active; . = no result given.

Every second line gives: LEDGF integ inh | HTRA1 inhibitor | rCAG binder | NR1D1 modulator | TCR CD3 inh | PG9 binder | TDP2 inh | mABHD4 FP | SIAE primary | PRMT1 FP inh
(1) O=C(CSc1ncc(S(=O)(=O)c2ccccc2)c(=O)[nH]1)Nc1ccccc1Cl
    3 | -4 | 26 | -4 | 4 | -0.4 | 1 | 1 | -4 | -6
(2) Cc1nonc1OC(C)CNc1ccc([N+](=O)[O-])cc1 (configuration not stated)
    0 | -4 | 0 | -5 | 4 | 0.8 | -2 | 10 | -1 | 1
(3) CCc1ccc(NC(=S)NC(=O)CC(C)C)cc1
    0 | -1 | -3 | 4 | 1 | 1.4 | -11 | 5 | 0 | -2
(4) COc1ccc(N2CCN(Cc3nc4ccccc4c(=O)[nH]3)CC2)cc1
    -5 | 0 | -6 | 3 | -5 | -3.1 | -8 | 3 | 1 | 2
(5) COCOCCn1cc(CN2CCS(=O)(=O)N(Cc3ccc(-c4ccc(Cl)c(Cl)c4)cc3)C(C)C2=O)nn1 (configuration not stated)
    0 | -26 | 7 | -9 | 4 | -1.1 | -2 | -31 | -14 | 0
(6) CC(=O)Nc1nc(C)cs1
    -2 | -3 | 1 | 3 | 0 | 1.7 | -8 | 1 | 2 | -2
(7) Cc1ccccc1-n1nc(C)c2cc(C(=O)N3CCOCC3)sc21
    2 | -6 | 0 | 1 | 3 | -1.8 | -11 | 0 | -4 | -1
(8) O=C(N/N=C/c1ccc(Br)cc1)c1cc[n+]([O-])cc1
    -2 | 5 | 2 | -4 | -2 | 0.0 | 5 | 7 | -4 | 1
(9) O=C1CCCC2=C1C(c1ccncc1)n1c(nc3ccccc31)N2 (configuration not stated)
    3 | 2 | -4 | -2 | 5 | 2.9 | -1 | 2 | -4 | -3
(10) Cc1ccc(C)c2c1[nH]c1ccc([N+](=O)[O-])cc12
    -2 | -40 | 40* | 4 | -1 | 0.2 | -2 | -7 | -3 | -1
(11) C=CCNC(=O)CN1C(=O)NC(C)(c2ccc(OC)cc2)C1=O (configuration not stated)
    -1 | 0 | 3 | -1 | -1 | -0.5 | 21 | -2 | 3 | -1
(12) COc1cc(C(=O)Nc2nc3ccc4nc(C)sc4c3s2)cc(OC)c1OC
    8 | 2 | 7 | 115* | -3 | -3.5 | -13 | -7 | -26 | -3
(13) CCS(=O)(=O)c1ccc(O)c(NC(=O)CCCC(=O)O)c1
    -6 | 1 | -1 | 2 | -1 | -1.6 | 0 | -5 | -2 | 4
(14) Cc1cccn2c(=O)c3cc(C(=O)N4CCCCC4C)sc3nc12 (configuration not stated)
    4 | 1 | 3 | -2 | -6 | 2.2 | -3 | -12 | 8 | 5
(15) CCN(CC)S(=O)(=O)c1cc(NC(=O)CCc2c(C)noc2C)ccc1C
    1 | 8 | -1 | 3 | 2 | -5.0 | -7 | 1 | -3 | -2
(16) COc1ccc(C2CC(c3ccc(Cl)cc3)n3nc(N)nc3N2)cc1 (configuration not stated)
    -2 | 5 | 2 | 0 | -1 | -1.4 | -2 | -3 | 6 | -2
(17) Cc1ccc(CCNC(=O)C2CCN(S(=O)(=O)c3ccc4c(c3)NC(=O)C(C)S4)CC2)cc1 (configuration not stated)
    -1 | -15 | -4 | 3 | 4 | 0.3 | 0 | 2 | 3 | 0
(18) COc1cc(CC(=O)NCc2ccc3c(c2)OCO3)cc(OC)c1OC
    0 | 5 | 2 | 2 | 0 | -0.1 | 5 | -3 | -3 | -1
(19) O=C(CN1CCOCC1)Nc1scc2c1c(=O)oc1ccccc12
    -2 | . | 4 | -4 | 3 | 0.1 | 7 | 3 | -5 | 1
(20) Cc1ccc(C(=O)c2c3ccc([N+](=O)[O-])cc3[n+]([O-])n2CCCN)cc1
    -1 | 2 | 27 | -2 | -1 | -2.5 | -2 | 1 | 6 | 6
(21) Cc1cccc(OCc2nnc(SC(C)C(=O)O)n2Cc2ccccc2)c1 (configuration not stated)
    2 | 2 | 7 | -7 | -1 | -2.8 | 5 | -3 | 3 | -1
(22) CC1CCN(S(=O)(=O)c2ccc(Br)s2)CC1
    4 | -1 | -1 | 2 | 4 | -2.0 | -11 | 1 | -4 | -3
(23) Nc1ccc(N=Nc2ccccc2O)c(N)c1
    -1 | . | 9 | 17 | 21* | -5.2 | 4 | 39* | 8 | 9
(24) Cc1nn(-c2ccccc2)c(N2CCCC2)c1/C=N/Nc1ccc(S(N)(=O)=O)cc1[N+](=O)[O-]
    1 | 16 | 8 | 3 | -1 | -3.5 | -15 | 6 | 16 | 1
(25) O=C(O)c1cc(-c2ccc(/C=N/N3C(=O)C4C5C=CC(CC5)C4C3=O)o2)ccc1Cl (configuration not stated)
    -1 | -10 | 3 | 2 | 0 | 1.9 | 10 | 3 | -1 | 6
(26) Cc1ccsc1-c1nc(C(N)=O)c2[nH]c(=O)n(-c3ccc(Cl)cc3)c2n1
    -3 | 7 | 5 | -5 | 11 | 0.3 | -5 | -2 | -2 | -5
(27) CCS(=O)(=O)N1CCC(C(=O)NCc2cccnc2)CC1
    -3 | -6 | -3 | 2 | 4 | -2.0 | -3 | -7 | -4 | 4
(28) CN1C(=O)CC(c2cn(Cc3ccccc3)c3ccccc23)C1=O (configuration not stated)
    -3 | 7 | 11 | 2 | -7 | 0.7 | -13 | -9 | -6 | 8
(29) COc1ccc(OC)c(C2C(C(C)=O)=C(C)Nc3ncnn32)c1 (configuration not stated)
    2 | 3 | -3 | 2 | 5 | -1.0 | -2 | -1 | 2 | -2
(30) Cn1cc([N+](=O)[O-])c(C(=O)Nc2ccc3nc(-c4ccccc4)[nH]c3c2)n1
    1 | -7 | 7 | -1 | 1 | -3.1 | -1 | 4 | -12 | 2
(31) CC(=O)N1N=C(c2ccccc2O)CC1c1cccs1 (configuration not stated)
    -5 | 4 | -2 | 1 | -8 | -1.3 | -4 | 1 | 6 | -2
(32) O=c1c(C(c2ccc(F)cc2)c2c(O)nc3n(c2=O)CCCS3)c(O)nc2n1CCCS2
    -2 | 5 | 2 | -2 | 3 | -4.2 | -9 | -1 | -1 | 0
(33) CCOC(=O)CCc1nc2ccccc2[nH]c1=O
    -4 | -1 | 1 | 6 | -4 | 0.9 | -9 | -11 | -6 | 3
(34) CCN(CC)S(=O)(=O)c1ccc2c(c1)N(CC(=O)N(CCc1ccncc1)C(C)C)C(=O)CO2
    -5 | -1 | -6 | -1 | -12 | 3.4 | -4 | 6 | -8 | 7
(35) O=C(O)c1sccc1Oc1ccc(NS(=O)(=O)c2ccc(Cl)cc2)cc1
    4 | 3 | 13 | -1 | 1 | -0.9 | -2 | -7 | 3 | -4
(36) Cc1ccccc1CNC(=O)CCc1ccccc1
    -2 | . | -3 | 3 | 4 | -1.4 | 11 | -2 | 3 | -1
(37) CCOc1cc(N2CCOCC2)c(OCC)cc1NC(=O)c1c(-c2ccccc2Cl)noc1C
    -4 | 0 | -4 | 0 | -1 | -0.4 | -20 | -5 | -1 | 13
(38) Oc1ccc(/C=N/N2CCN(C3c4ccccc4-c4ccccc43)CC2)cc1
    0 | 5 | -2 | -6 | -1 | -1.6 | 4 | -1 | 1 | -2
(39) COC(=O)c1c(C)[nH]c(-c2csc(N)n2)c1C
    -1 | 16 | 3 | 6 | 4 | -4.6 | -10 | 0 | 0 | 2
(40) CC(=O)c1c(C)[nH]c(C(=O)CSc2nnc3ccccn23)c1C
    0 | 3 | 2 | 3 | 0 | 0.1 | -7 | 6 | -8 | -2
(41) Cc1ccc2[nH]c(=O)c(CN(CCCN3CCOCC3)C(=O)Nc3cccc(Cl)c3)cc2c1
    0 | -16 | -5 | 0 | 3 | 0.6 | -2 | -4 | -13 | -6
(42) CCCN1CCN(CCCNC(=S)Nc2ccc3nc(N4CCN(CC)CC4)cc(C)c3c2)CC1
    3 | 4 | 1 | 0 | -1 | 0.7 | -1 | 4 | 1 | 0
(43) CCOc1ccc(NC(=O)c2ccc(CNc3c(N4CCCC4)c(=O)c3=O)cc2)cc1
    6 | 2 | -1 | -5 | 1 | -0.3 | -10 | 3 | 3 | -2
(44) Cc1ccc(C(=O)N/C(=C\c2ccco2)C(=O)NCC2CCCO2)cc1C (configuration not stated)
    -3 | 0 | 5 | -6 | 1 | -1.1 | 3 | 3 | 2 | 4
(45) Cc1c(NC(=O)c2cc(=O)[nH]c3ccccc23)c(=O)n(-c2ccccc2)n1C
    -5 | -1 | 4 | 0 | -5 | 1.0 | -11 | -6 | -10 | 9
(46) CCOc1ccc(CCNC(=O)COC(=O)c2cc(OC)cc(OC)c2)cc1OCC
    -3 | 5 | -6 | 0 | -3 | 1.2 | 7 | 1 | -4 | 3

Another view of some results above:
| # | SMILES | LEDGF integ inh | HTRA1 inhibitor | rCAG binder | NR1D1 modulator | TCR CD3 inh | PG9 binder | TDP2 inh | mABHD4 FP | SIAE primary | PRMT1 FP inh |
| --- | --- | --- | --- | --- | --- | --- | --- | --- | --- | --- | --- |
| 7 | Cc1ccccc1-n1nc(C)c2cc(C(=O)N3CCOCC3)sc21 | 2 | -6 | 0 | 1 | 3 | -1.8 | -11 | 0 | -4 | -1 |
| 8 | O=C(N/N=C/c1ccc(Br)cc1)c1cc[n+]([O-])cc1 | -2 | 5 | 2 | -4 | -2 | 0.0 | 5 | 7 | -4 | 1 |
| 9 | O=C1CCCC2=C1C(c1ccncc1)n1c(nc3ccccc31)N2 (configuration not stated) | 3 | 2 | -4 | -2 | 5 | 2.9 | -1 | 2 | -4 | -3 |
| 10 | Cc1ccc(C)c2c1[nH]c1ccc([N+](=O)[O-])cc12 | -2 | -40 | 40* | 4 | -1 | 0.2 | -2 | -7 | -3 | -1 |
| 11 | C=CCNC(=O)CN1C(=O)NC(C)(c2ccc(OC)cc2)C1=O (configuration not stated) | -1 | 0 | 3 | -1 | -1 | -0.5 | 21 | -2 | 3 | -1 |
| 12 | COc1cc(C(=O)Nc2nc3ccc4nc(C)sc4c3s2)cc(OC)c1OC | 8 | 2 | 7 | 115* | -3 | -3.5 | -13 | -7 | -26 | -3 |
| 13 | CCS(=O)(=O)c1ccc(O)c(NC(=O)CCCC(=O)O)c1 | -6 | 1 | -1 | 2 | -1 | -1.6 | 0 | -5 | -2 | 4 |
| 14 | Cc1cccn2c(=O)c3cc(C(=O)N4CCCCC4C)sc3nc12 (configuration not stated) | 4 | 1 | 3 | -2 | -6 | 2.2 | -3 | -12 | 8 | 5 |
| 15 | CCN(CC)S(=O)(=O)c1cc(NC(=O)CCc2c(C)noc2C)ccc1C | 1 | 8 | -1 | 3 | 2 | -5.0 | -7 | 1 | -3 | -2 |
| 16 | COc1ccc(C2CC(c3ccc(Cl)cc3)n3nc(N)nc3N2)cc1 (configuration not stated) | -2 | 5 | 2 | 0 | -1 | -1.4 | -2 | -3 | 6 | -2 |

Compound activity deposited in PubChem BioAssay by several laboratories.

These rows are one share of the data; rates above refer to the full screens.
